PriA SSB inh: inhibitors of Klebsiella pneumoniae PriA binding to SSB C-terminal tail | AlphaScreen SSBct-PriA binding, biotinylated peptide | inhibition, % at 33 µM | hit rate 0.6% among 430,000 | AID 1272365; in the data active = inhibition mostly above about 37%, no sharp cut-off; inactive = mostly below about 20%;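 also: plate controls were negative control peptide for no effect and reference peptide for full effect; strong numbers were not always called active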
Active calls of the source: *; & = joins results of further samples. This is a subset; rates above refer to the full screens.

Sample of the layout, 2 compounds:
SMILES | PriA SSB inh
O=[N+]([O-])c1ccc(C(Nc2ccccn2)c2ccc3cccnc3c2O)cc1 (configuration not stated) | 94
O=C(Nc1nnc(-c2ccc(Br)cc2)o1)c1cc(Cl)ccc1[N+](=O)[O-] | -2

The whole of this part, previewed entries included:
SMILES | PriA SSB inh
O=[N+]([O-])c1ccc(C(Nc2ccccn2)c2ccc3cccnc3c2O)cc1 (configuration not stated) | 94
O=C(Nc1nnc(-c2ccc(Br)cc2)o1)c1cc(Cl)ccc1[N+](=O)[O-] | -2
COc1ccc(OC)c(COCC(O)CN2CCN(c3ccccc3F)CC2)c1 (configuration not stated) | -7
O=C(NCc1cccnc1-c1ccsc1)c1ccc(C(F)(F)F)nc1 | -14
COc1ccc(Cl)c2sc(NC(=O)C3CCCCN3S(C)(=O)=O)nc12 (configuration not stated) | 1
COc1ccc(-c2ccc(NC(=O)Cc3ccc(OC)c(OC)c3)cc2)nn1 | 0
O=C(COc1ccccc1)Nc1ccccc1-c1nc2ccccc2[nH]1 | -20
O=S(=O)(N[C@H](c1cccnc1)C1CCOCC1)c1ccc2c(c1)CCO2 | -6
Cc1nc(SCc2ccccc2F)[nH]c(=O)c1CC(=O)N1CCc2ccccc2C1 | -5
O=C(C[C@H]1CCCCN1S(=O)(=O)c1ccc(Cl)cc1)NCc1c(F)cccc1F | -18
CS(=O)(=O)c1cccc(-c2nnc(NC(=O)c3ccc([N+](=O)[O-])s3)o2)c1 | -20
O=C(Nc1ccc2c(=O)c3cccc(F)c3oc2c1)c1ccc([N+](=O)[O-])cc1 | 2
CO[C@@H](CNC(=O)Nc1ccccc1Cl)c1ccc(C)s1 | -10
Cc1ccc(NC(=O)Cn2c(C)nc(-c3ccccn3)cc2=O)c(Br)c1 | -7
CCOC(=O)c1ccc2nc(NC(=O)c3cccc(N4C(=O)CCC4=O)c3)sc2c1 | -7
COC(=O)c1ccc(S(=O)(=O)Nc2ccn3nccc3c2)cc1 | -3
O=C(NCC1CCN(C(=O)COc2ccccc2)CC1)NC1CCCCCC1 | -5
CC[C@@](CNC(=O)NCc1ccc(F)cc1)(OC)c1ccccc1 | -9
CCc1nnc2sc(-c3cc(C)nc4ccc(Cl)cc34)nn12 | -14
CC(=NNC(N)=S)c1ccc(Cl)s1 | -13
Cn1nc(N2CCC(C(=O)NCCc3csc(-c4ccccc4)n3)CC2)ccc1=O | -15
COc1ccc(S(=O)(=O)Nc2ccc(S(=O)(=O)Nc3nc(OC)cc(OC)n3)cc2)cc1 | -3&-4
COC(=O)c1ccc(C(=O)NCCSC2CCOCC2)cc1 | -9
CCOC(=O)c1c(C(C)(C)C)oc2ccc(OCc3ccc(Cl)c(Cl)c3)cc12 | -2
CCn1c(O)c(C=C2C=Nc3ccccc32)sc1=Nc1ccc(C)cc1 | -11
Cc1nc(-n2nc(-c3cccs3)cc2NC(=O)c2ccc(S(=O)(=O)N(C)C)cc2)[nH]c(=O)c1C | -6
COCCOC(=O)C1=C(C)N=c2sc(=Cc3cccs3)c(=O)n2C1c1cccs1 (configuration not stated) | 8
CNC(=O)c1ccsc1NC(=O)c1ccc(C)cc1 | -9
CC(C)(Oc1ccc(Cl)cc1)C(=O)N1CC(N2C(=O)CCC2=O)C1 | -3
Cc1ccc2nc(NC(=O)CCc3csc(NC(=O)c4ccc(=O)[nH]c4)n3)sc2c1 | -13&12
CCOC(=O)C(CC)Sc1ccnc2c1c(=O)n(C)c(=O)n2C (configuration not stated) | -5
CSc1nc(N)c(NC(=O)c2ccccc2)c(=O)[nH]1 | 15
O=C1CCC(C(=O)NCc2cc(-c3ccc(Cl)cc3)on2)N1 (configuration not stated) | -6
CC(C)Cc1c[nH]c2c(c1=O)c(=O)n(C)c(=O)n2C | 2
CN(C)c1ccc(/C=N\NC(=O)CCN2C(=O)C3CCC(C)(C2=O)C3(C)C)cc1 (configuration not stated) | -2
CN(C)[C@@H](CNC(=O)c1cc(-c2ccc(F)cc2)nn1C)c1cccs1 | 2
COC(=O)c1ccc(C(=O)NCC#CCN2CCCCCC2)cc1 | -13
Oc1c(Cl)cc(Cl)cc1C=NNC(=S)NC1CC2C=CC1C2 (configuration not stated) | -1
COc1cccc(-c2nnc3ccc(OCCNC(=O)C(C)C)nn23)c1 | 9
CCc1nn2c(N)c(C=C3C=Nc4ccccc43)c(=O)nc2s1 | -1
O=S(=O)(Nc1cnc(N2CCN(c3ccccc3)CC2)nc1)c1cccc(Cl)c1 | 12
COc1ccc(C(=O)C=C2NCCc3cc(OC)c(OC)cc32)cc1OC | -19
CC1(C)COc2ccc(NC(=O)c3ccccc3Cl)cc2NC1=O | 17
CC(Cn1cnc2ccccc21)C(=O)N/N=C\c1ccccn1 (configuration not stated) | -3
COc1ccc(-c2nc(C)c(-c3ccc(SCC(=O)Nc4cc(C)no4)nn3)s2)cc1 | 1
c1ccc2sc(CCSCCc3nc4ccccc4s3)nc2c1 | 9
Cn1c(SCC(=O)NCc2cccnc2)nnc1-c1sc2ccccc2c1Cl | 11
COc1ccccc1N1CCN(C(=O)CSc2nc3ccccc3n3cnnc23)CC1 | -9
C=CCn1c(SCC(=O)NCc2ccco2)nc2sc3c(c2c1=O)CCC(C)C3 (configuration not stated) | -12
COCCn1c(=NC(=O)c2cc(-c3cccs3)nc3ccccc23)sc2cc(C(=O)OC)ccc21 | -7
Cc1cccc(-c2nnc(N)o2)c1 | 33
CCOC(CNC(=O)c1c(O)nc2sccn2c1=O)OCC | 6
CC1CCCCN1c1ccc(N2CCN(C(=O)c3cnccn3)CC2)nn1 (configuration not stated) | -26
CN(C)c1ccc(CCCNC(=O)C(=O)NCc2cccs2)cc1 | -8
O=C(c1ccsc1)N1CCc2nc3ccc(F)cn3c(=O)c2C1 | -11
CC(=NNC(=O)c1ccncc1)c1ccc(N2CCOCC2)cc1 | 1
Cc1ccc(N2CC(NC(=O)Nc3cc(Cl)ccc3C)CC2=O)cc1 (configuration not stated) | -2
Cc1nn(CC(=O)Nc2ccc(OC(F)(F)F)cc2)c(=O)c2c1cnn2C(C)(C)C | -9
COc1ccc(S(=O)(=O)Nc2cccc(-c3ccc4nnc(C)n4n3)c2)c(OC)c1 | -16
CC(=NNC(=O)c1csc(C)c1C)c1ccc(Cl)s1 | -13
The results go on.
SMILES | PriA SSB inh
C=CCOc1ccc(-c2nn(-c3ccccc3)cc2/C=c2\sc3ncnn3c2=O)cc1C | 1
C(=NNc1ccccn1)c1c[nH]c2ccccc12 | 15
Cc1cc(NC(=O)c2cc(Cl)sc2Cl)n(C)n1 | -16&-5
CCOc1ccc(C(O)=C2C(=O)C(=O)N(CCOCCO)C2c2ccccc2OC)cc1 (configuration not stated) | -4
COC(=O)C1CCN(C(=O)C2CCc3sc(NC(=O)c4ccc(F)cc4)nc32)CC1 (configuration not stated) | 0
O=S(=O)(NC[C@@](O)(c1ccccc1)C1CC1)C1CC1 | 3
COc1cccc(-c2cc(C(=O)N[C@H](c3cccnc3)C3CCOCC3)n(C)n2)c1 | -15
O=C(NCCc1cnc[nH]1)c1ccc(N2CCC(Cc3ccccc3)CC2)nn1 | -10
O=C(NN=Cc1ccc[nH]1)c1ccccc1OCc1ccccc1Cl | 7
C=c1ccc(C)cc1=C1NN=C(N)O1 | -10
O=C(NCc1cccs1)C(=O)Nc1ccccc1[N+](=O)[O-] | 21
O=C(c1ccccc1Br)N1CCC(COCc2ccc(Cl)cc2)CC1 | 0
N[C@@H](C(=O)O)c1cccnc1 | -4
N#CC(=NNc1ccc(Br)cc1)C(=N)N1CCOCC1 | 13
COc1ccc(N2CCN(c3ncnc4sc5c(c34)CCCCC5)CC2)cc1 | 4
CCc1nc(-c2ccc(-n3ccc(C(=O)NCc4ccccc4Cl)n3)cc2)no1 | -12
COc1ccc(-c2cc(C(=O)Nc3ccc(Cl)cn3)no2)cc1 | -1
Cc1cc(C)c2c(n1)nn1c(NCc3ccc(Cl)cc3Cl)cc(C)nc21 | -9
Cc1ccc(=O)n(C(C)C(=O)Nc2nc3ccccc3[nH]2)n1 (configuration not stated) | -20
COc1ccc(C)cc1NC(=O)C(=O)NCCN1CCN(c2ccccc2F)CC1 | -1
CCc1cccc(CC)c1-n1c(CNC(=O)C23CC4CC(CC(C4)C2)C3)nnc1SC(C)CC (configuration not stated) | 5
COc1ccc2nc(-c3cccc(NC(=O)Nc4ccc(F)cc4)c3)cn2n1 | -6
O=S(=O)(Cc1ccccc1)NCCc1ccc(N2CCCC2)cc1 | 42
CC(C)(Oc1ccc(Cl)cc1)C(=O)NCc1cc(-c2ccc3c(c2)OCO3)on1 | -14
Cc1ccc(NC(=O)CC2CSc3nc(C(C)C)cc(=O)n32)cc1F (configuration not stated) | -15
O=C1CCCN1c1ccc(S(=O)(=O)O)cc1 | -6
COc1ccc(CNC(=O)CSc2ncc(S(=O)(=O)c3cccs3)c(N)n2)cc1 | -2
C=CCN1C(=O)C(C)(C)COc2ccc(NC(=O)c3c(F)cccc3Cl)cc21 | 17
O=C(NCc1cccnc1-c1cccs1)c1ccc(C(F)(F)F)nc1 | -14
Cc1cc(C)n(CCO)n1 | -8
COC(=O)c1ccc(C(=O)Nc2nc3cc4c(cc3s2)OCCO4)cc1 | -13
O=S(=O)(c1ccc(Cl)c(C(F)(F)F)c1)N1CCN(c2ccccc2F)CC1 | 7
Cc1cc(C)n(CCNC(=O)c2coc(NC(=O)Cc3cccs3)n2)n1 | 4
Cc1cccc(CS(=O)(=O)N2CCC(S(=O)(=O)c3ccccc3)CC2)c1 | -7
CCCCOc1ccc(-c2cc3c(=O)n(Cc4nc(-c5ccccc5Cl)no4)ccn3n2)cc1 | -13
COC(=O)c1c(NC(=O)[C@@H]2CCCN2S(=O)(=O)c2cccs2)sc2c1CCCC2 | 9
O=C(NCC1CCN(c2cnccn2)CC1)c1cc2ccccc2o1 | 3
CCOC(=O)CC(NC(=O)c1cc2cc(Br)cc(OC)c2oc1=O)c1cccc([N+](=O)[O-])c1 (configuration not stated) | 21
CCC(SC1=NCCS1)C(=O)Nc1nnc(-c2cccc([N+](=O)[O-])c2)s1 (configuration not stated) | 16
O=C(CCCS(=O)(=O)c1ccc(F)cc1)Nc1nc(-c2ccc(Cl)s2)cs1 | 1
O=C(c1cnn(-c2ccccc2)n1)N1CC(Oc2nccs2)C1 | -20
Cc1cccc(NC(=O)NC(C)C(c2cccs2)N2CCN(c3ccccc3)CC2)c1 (configuration not stated) | -2
O=C(NCc1cccnc1)C(=O)Nc1ccc(F)cc1 | -17
O=C(Nc1c(C(=O)Nc2ccc(F)cc2)oc2ccccc12)c1ccccc1C(F)(F)F | 4
CC(=O)Nc1cccc(NC(=O)CSc2nc(CC(=O)NCc3ccco3)cs2)c1 | -3
Cc1ccccc1C1CC(c2ccc(Cl)cc2)Nc2ncnn21 (configuration not stated) | 9
Cc1nc(S(=O)(=O)N2CCN(c3nccn4nc5c(c34)CCCC5)CC2)cn1C | -20
O=C(Cn1cnc2c(sc3ccccc32)c1=O)NCc1ccccc1Cl | -16
Cc1cc(C(=O)NCCc2ccoc2)no1 | 10
COCCn1c(C)cc(O)c([C@H](c2ccccc2F)N2CCN(c3ccccn3)CC2)c1=O | -18
CC1Oc2ccccc2OC1C(=O)Nc1ccc(-n2nnn(CC(=O)NCc3ccco3)c2=O)cc1 (configuration not stated) | -8
CO[C@@H](CNC(=O)C(=O)Nc1cccnc1)c1ccco1 | 3
Cc1ccc(N2CC(C(=O)N3CCc4[nH]c(=O)c(C#N)cc4C3)CC2=O)cc1C (configuration not stated) | -2
COc1ccc(C(C)=NOC/C(O)=C(\C#N)c2nc3ccccc3[nH]2)c(OC)c1 | -10
Cc1cc(C(=O)NN=Cc2ccc3ccccc3c2)n[nH]1 | 3
COC(=O)CS(=O)(=O)CS(=O)(=O)CC(=O)OC | 4
O=C1CSC(=NN=Cc2ccn[nH]2)N1 | -10
COc1ccc(Br)cc1C1NC(=O)NC1=O (configuration not stated) | 47*
CN(C)S(=O)(=O)c1ccc(C(=O)Nc2cnn(CC3CCOCC3)c2)cc1 | -29
CCOc1cc(C(=O)NN=Cc2cn(CC)nc2C)cc(OCC)c1OCC | -3
Cc1ccnc(NS(=O)(=O)c2ccc(NC(=O)c3ccc(S(=O)(=O)N4CCCC4)o3)cc2)n1 | -11

Sorted by length of the SMILES (low to high): some entries from above
SMILES | PriA SSB inh
Cc1cccc(-c2nnc(N)o2)c1 | 33
Cc1cc(C(=O)NCCc2ccoc2)no1 | 10
O=C1CCCN1c1ccc(S(=O)(=O)O)cc1 | -6
C(=NNc1ccccn1)c1c[nH]c2ccccc12 | 15
CNC(=O)c1ccsc1NC(=O)c1ccc(C)cc1 | -9
O=C(NCc1cccnc1)C(=O)Nc1ccc(F)cc1 | -17
CCOC(CNC(=O)c1c(O)nc2sccn2c1=O)OCC | 6
COC(=O)CS(=O)(=O)CS(=O)(=O)CC(=O)OC | 4
Cc1cc(C(=O)NN=Cc2ccc3ccccc3c2)n[nH]1 | 3
COC(=O)c1ccc(C(=O)NCC#CCN2CCCCCC2)cc1 | -13
O=C(NCC1CCN(c2cnccn2)CC1)c1cc2ccccc2o1 | 3
O=C(c1cnn(-c2ccccc2)n1)N1CC(Oc2nccs2)C1 | -20
O=C(NCc1cccs1)C(=O)Nc1ccccc1[N+](=O)[O-] | 21
O=C(COc1ccccc1)Nc1ccccc1-c1nc2ccccc2[nH]1 | -20
COc1ccc(OC)c(COCC(O)CN2CCN(c3ccccc3F)CC2)c1 (configuration not stated) | -7
Cc1cc(C)c2c(n1)nn1c(NCc3ccc(Cl)cc3Cl)cc(C)nc21 | -9
COCCOC(=O)C1=C(C)N=c2sc(=Cc3cccs3)c(=O)n2C1c1cccs1 (configuration not stated) | 8
CCC(SC1=NCCS1)C(=O)Nc1nnc(-c2cccc([N+](=O)[O-])c2)s1 (configuration not stated) | 16
C=CCOc1ccc(-c2nn(-c3ccccc3)cc2/C=c2\sc3ncnn3c2=O)cc1C | 1
Cc1ccc(N2CC(C(=O)N3CCc4[nH]c(=O)c(C#N)cc4C3)CC2=O)cc1C (configuration not stated) | -2
CC1Oc2ccccc2OC1C(=O)Nc1ccc(-n2nnn(CC(=O)NCc3ccco3)c2=O)cc1 (configuration not stated) | -8
Cc1nc(-n2nc(-c3cccs3)cc2NC(=O)c2ccc(S(=O)(=O)N(C)C)cc2)[nH]c(=O)c1C | -6
